HKDC1 inh = blocks human hexokinase HKDC1 activity; inhibition, % at 20 µM; recombinant HKDC1, G6PDH/diaphorase resazurin coupled fluorescence; Q2TB90; AID 493160; hit rate 0.16% among 340,000;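 active = inhibition above about 35% when tested at 20 µM, limit read from the data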;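 note: plate controls were DMSO wells with enzyme for no effect and DMSO wells lacking enzyme for full effect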
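System: Recombinant HKDC1 hexokinase | Amount: HKDC1 at 5 µg/mL | Reagent: Glucose with 1 mM ATP | Doses: Single 20 µM dose | Incubation: Reaction time 90 min, room temperature, protected from light | Signal: Coupled resazurin fluorescence, excitation 525 nm, emission 613 nm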
mIAP block = mouse IAP inhibition; purified mouse IAP, CDP-Star luminescence, 30 min; AID 2806; inhibition, % at 10 µM; hit rate 0.2% among 330,000;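 active = inhibition of at least 40% at 10 µM in the primary screen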;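 note: plate controls were DMSO with enzyme for no effect and no enzyme wells for full effect; values of inactives mirror those of a sister screen read the other way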
hIAP inh = human IAP inhibition; purified IAP, CDP-Star luminescence, 30 min; inhibition, % at 10 µM; hit rate 0.12% among 330,000;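 active = inhibition reaching a set limit with compound at 10 µM in the primary screen, cut at about 35% in these data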;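 note: plate controls were DMSO wells with enzyme for no effect and no-enzyme buffer wells for full effect; values of inactives mirror those of a sister screen read the other way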
ATG4B inh = blocks human ATG4B protease cleavage of LC3 substrate | Q9Y4P1 | ATG4B cleavage of LC3-PLA2, NBD-HPC fluorescence, 1 h | inhibition, % at 8.33 µM | hit rate 0.51% among 340,000 | AID 504462; in the data active = inhibition above about 40%
Target sequence (Q9Y4P1 whole entry, looked up): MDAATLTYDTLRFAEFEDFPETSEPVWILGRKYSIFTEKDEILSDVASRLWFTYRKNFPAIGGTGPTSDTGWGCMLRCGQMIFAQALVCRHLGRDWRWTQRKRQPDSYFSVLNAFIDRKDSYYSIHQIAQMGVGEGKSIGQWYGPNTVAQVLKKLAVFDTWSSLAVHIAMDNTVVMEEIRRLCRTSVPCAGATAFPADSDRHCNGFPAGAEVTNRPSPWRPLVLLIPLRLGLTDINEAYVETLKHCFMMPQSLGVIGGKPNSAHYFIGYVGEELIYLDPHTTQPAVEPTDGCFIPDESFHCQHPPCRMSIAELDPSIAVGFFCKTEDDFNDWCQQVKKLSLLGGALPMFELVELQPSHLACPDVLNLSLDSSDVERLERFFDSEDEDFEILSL
PfGluPho inh = PfG6PD (Plasmodium falciparum) enzyme inhibition; hit rate 0.78% among 350,000; inhibition, % at 20 µM; PfGluPho enzyme, NADPH resazurin-diaphorase fluorescence; AID 504690;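 active = inhibition reaching at least a set limit at 20 µM in the primary screen, cut at about 59% in these data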;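 note: 0% = DMSO wells with substrate and 100% = DMSO wells lacking glucose-6-phosphate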
A3A deaminase = inhibitors of human APOBEC3A DNA deaminase; AID 493011; recombinant A3A, FAM/TAMRA ssDNA deamination fluorescence; hit rate 0.41% among 330,000; P31941; inhibition, % at 20 µM;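 active = at least 40% inhibition at 20 µM here, with at most 30% in a related deaminase screen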;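 note: plate controls were A3A with DMSO for no effect and wells lacking A3A enzyme for full effect; some results filed as inactive read as strong as hits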
Target sequence (P31941 whole entry, looked up): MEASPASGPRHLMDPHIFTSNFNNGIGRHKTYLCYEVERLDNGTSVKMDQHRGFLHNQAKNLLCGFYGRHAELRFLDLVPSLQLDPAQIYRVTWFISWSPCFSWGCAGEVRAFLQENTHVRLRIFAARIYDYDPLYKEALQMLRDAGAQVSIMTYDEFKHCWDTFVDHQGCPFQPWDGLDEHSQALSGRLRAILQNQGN
hIAP activ = increases human intestinal alkaline phosphatase activity; hit rate 0.16% among 330,000; purified human IAP, CDP-Star luminescence, 30 min; active compounds read high; 1 = vehicle-only enzyme, 0 = enzyme-free background; activation factor at 10 µM; P09923;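 active = activation factor of the enzyme at least 2-fold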; note: the source names both 10 and 20 µM as test concentration; values of inactives mirror those of a sister screen read the other way
mIAP act = increases mouse intestinal alkaline phosphatase activity. muIAP, CDP-Star luminescence, 30 min; active compounds read high; 1 = vehicle-only enzyme signal, 0 = enzyme-free wells. activation factor at 10 µM. hit rate 0.24% among 330,000;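 active = activation factor of at least 2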; note: the source names both 10 and 20 µM as test concentration; values of inactives mirror those of a sister screen read the other way
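Assay system: mouse IAP enzyme; Reagent: CDP-Star chemiluminescent phosphatase substrate; Compound: DMSO-dissolved test compounds; Incubation: 30 min, room temperature; Technique: luminescence from enzymatic CDP-Star hydrolysis; Controls: DMSO-only wells and no-enzyme negative control.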
* marks the source's active call; other numbers are inactive results. A portion of the library. The share of hits here may be higher or lower than overall.

Compound	HKDC1 inh	mIAP act	hIAP inh	PfGluPho inh	A3A deaminase	mIAP block	ATG4B inh	hIAP activ
Cc1nc2ccccc2c(=O)n1-c1ccc([N+](=O)[O-])cc1	-6	1.1	-6	-2	-3	-10	-5	1.1
COC(=O)C1=C(c2ccc(Cl)c(C(F)(F)F)c2)C[C@@H]2CC[C@H]1N2C(=O)N1CCOCC1	-1	1.1	-12	-1	4	-6	-19	1.1
CC1=C(C(=O)N2CCC3(CC2)OCCO3)C2(CCC(C)CC2)OC1=O (centres undefined)	0	1	-4	-15	-2	-2	0	1
O=C(COC(=O)c1ccccc1)Nc1ccc(Cl)cc1C(=O)c1ccccc1	4	0.93	-8	-14	0	7	10	1.1
CC(NCc1ccc(Cl)c(Cl)c1)C(O)c1ccccc1 (centres undefined)	-6	1.1	-7	-4	5	-7	-16	1.1
COc1cc(/C=C2/C(=O)NC(=O)N(c3ccccc3)C2=O)ccc1O	-4	0.93	-11	15	-3	7	0	1.1
COC(=O)C1=C(c2ccc(F)cc2OCc2ccccc2)C[C@@H]2CC[C@H]1N2C(=O)NCc1ccc2c(c1)OCO2	1	1.5	11	16	-2	-49	0	0.89
O=c1cccc2n1CC1CNC[C@H]2C1	2	0.96	-2	-21	-4	4	-1	1
Clc1ccccc1CN1CCN(c2ccccc2)CC1	8	0.97	-7	-13	-5	3	13	1.1
CCOC(=O)C(=O)NC1CCSC1=O (centres undefined)	1	0.87	-3	-4	-4	13	-4	1
Cn1c2ccccc2c2c(C(=O)N3CCC4(CC3)OCCO4)cn(C3CCCC3)c(=O)c21	-4	1	9	7	0	-1	-9	0.91
C=C(C)c1cccc(C(C)(C)NC(=O)NC2CN3CCC2CC3)c1 (centres undefined)	-1	1.2	9	-1	1	-18	0	0.91

Compound	HKDC1 inh	mIAP act	hIAP inh	PfGluPho inh	A3A deaminase	mIAP block	ATG4B inh	hIAP activ
O=c1c2ccccc2nc(/C=C/c2ccc3c(c2)OCO3)n1-c1ccccc1	-4	1	19	0	-1	0	39	0.81
CCn1cc(C(=O)c2ccccc2)c2ccccc21	-9	0.99	7	8	-2	0	8	0.93
O=C1C2CCCN2C(c2cccnc2)N1c1ccc(Cl)cc1 (centres undefined)	-3	1.1	-19	-9	-5	-14	-9	1.2
Cc1ccccc1-n1c(-c2ccoc2)nc2ccccc2c1=O	-5	1	-4	-5	-1	-5	-13	1
CCOC(=O)N(CC)c1ccc(C(O)(C(=O)OC)C(F)(F)F)cc1 (centres undefined)	-5	0.99	0	-2	-2	1	2	1
COc1ccc(CC(C)Nc2cccc(F)c2)cc1 (centres undefined)	0	1	2	5	-2	0	-2	0.98
Cc1nc(SCc2c(Cl)cccc2Cl)nc(OC(=O)N(C)C)c1C	3	0.98	3	3	-4	2	20	0.97
CN(C)CCN=Cc1c(O)n(CCC2=CCCCC2)c(=O)[nH]c1=O	-4	1	-11	-17	-1	-1	0	1.1
CC1C(C)N1CC(O)Cn1ccnc1[N+](=O)[O-] (centres undefined)	-3	0.98	3	-9	-1	2	-2	0.97
CCOC(=O)c1ccc2[nH]c(-c3ccc(S(=O)(=O)F)cc3)cc(=O)c2c1	3	1.1	-21	-17	-2	-10	4	1.2
CN1CCN(c2nc(Cl)ncc2F)CC1	-5	0.96	-5	-6	1	4	-1	1.1
COC(=O)C1=C(c2ccc(S(C)(=O)=O)cc2)C[C@@H]2CC[C@H]1N2C(=O)NCCO	-6	0.94	20	14	-1	6	0	0.8

Compound	HKDC1 inh	mIAP act	hIAP inh	PfGluPho inh	A3A deaminase	mIAP block	ATG4B inh	hIAP activ
CC1(C)C2SCC(=O)N2CCN1CC(=O)NN (centres undefined)	-4	1	-6	-5	2	-2	-3	1.1
COc1cc(/C=C2\C(=O)NC(=O)N(c3ccc(C)cc3)C2=O)cc(OC)c1O	-10	0.94	0	17	-1	6	4	1
COc1ccc(-n2c(/C=C/c3ccc(O)c(O)c3)nc3ccccc3c2=O)cc1	10	0.8	16	9	1	20	49*	0.84
CC1(O)CCN2C(=O)CCc3cccc1c32 (centres undefined)	1	0.96	-2	24	-5	4	4	1
COC(=O)C1=C(c2ccc(OC(F)(F)F)cc2)C[C@@H]2CC[C@H]1N2C(=O)NCC1CC1	-3	1	-4	-15	0	-4	-3	1
COP(=O)(OC)C(NC(C)=O)C(Cl)(Cl)Cl (centres undefined)	-11	1	-6	-21	-4	-2	-3	1.1
CCC(CC)NCc1c[nH]c2ccccc12	-5	0.98	-15	7	0	2	-15	1.2
CCN1C[C@]2(CO)CC[C@H](OC)[C@@]34C2[C@H](OC)[C@@](O)(C13)[C@@]1(O)C[C@H](OC)[C@H]2C[C@@H]4[C@@H]1[C@H]2OC	2	0.94	-1	0	-5	6	-5	1
O=C(C(=O)N1CCOCC1)c1cn(Cc2ccccc2)c2ccccc12	-7	0.95	-5	1	0	5	1	1.1
COC(=O)C1C2c3ccccc3C(c3ccccc32)C1C(=O)OC (centres undefined)	-7	1	-7	-3	-5	-4	-5	1.1
O=C(COc1ccc2ccccc2c1)N1CCN(C2CCN(Cc3ccccc3)CC2)CC1	0	1.1	6	-5	3	-9	-23	0.94
O=C(N/N=C/c1c(O)n(Cc2ccc(F)cc2)c(=S)[nH]c1=O)c1ccncc1	-11	0.65	-58	-30	-4	35	3	1.6

Compound	HKDC1 inh	mIAP act	hIAP inh	PfGluPho inh	A3A deaminase	mIAP block	ATG4B inh	hIAP activ
COc1cc2c3cc1Oc1cc(ccc1O)C[C@@H]1c4c(cc(OC)c(O)c4Oc4ccc(cc4)C[C@H]3N(C)CC2)CCN1C	-6	1.1	0	35	1	-8	-1	1
COC(=O)C1=C(c2c(C)noc2C)C[C@@H]2CC[C@H]1N2C(=O)N1CCOCC1	3	0.97	5	-19	2	3	-3	0.95
O=C1/C(=C\c2ccncc2)N2CCC1CC2	-3	0.97	-2	-9	-7	2	3	1
CC(=O)NC1C(OC(=O)Cc2ccccc2)OC(COC(C)=O)C(OC(C)=O)C1OC(C)=O (centres undefined)	-3	1.1	-13	1	-5	-13	-5	1.1
COC(=O)C1=C(c2cc3ccccc3o2)C[C@@H]2CC[C@H]1N2C(=O)NC(C)C	-3	0.96	-6	10	-5	4	-2	1.1
CC[C@H]1CN(C)CCc2c([nH]c3ccccc23)C(=O)C[C@@H]1/C(=C\OC)C(=O)OC	4	0.93	12	-3	-4	7	-26	0.89
O=C1N(c2ccc(Cl)cc2)C(c2cccnc2)N2CCCN12 (centres undefined)	-7	1.5	-3	10	-3	-54	3	1
CC(Cc1ccccc1)NC(=O)/C=C/C(=O)O (centres undefined)	-9	0.98	4	9	-4	2	0	0.96
CC1CCC(C(=O)NC(C(=O)N2CCC3(CC2)OCCO3)C(C)C)CC1 (centres undefined)	-15	0.95	-14	0	-6	4	-6	1.1
Cc1c(NC(=O)C(C)OC(=O)Cc2ccccc2)c(=O)n(-c2ccccc2)n1C (centres undefined)	-11	1	5	1	-1	-1	2	0.95
C[C@]12C[C@@H](O)[C@H](O)CC1=CCC1C2CC[C@]2(C)C(=O)CCC12 (some centres undefined)	-3	0.98	-2	13	-1	2	-9	1
CCOC(=O)c1cccc(NC(=O)c2c(O)[nH]c(=O)[nH]c2=O)c1	-1	1	-16	-10	-1	-3	11	1.2

Compound	HKDC1 inh	mIAP act	hIAP inh	PfGluPho inh	A3A deaminase	mIAP block	ATG4B inh	hIAP activ
CN(C)C(=O)Oc1ccc(OCc2cccc[n+]2C)cc1	-7	1.1	1	-18	-1	-14	0	0.99
Cc1nc2ccsc2c(=O)n1-c1ccccc1Cl	0	0.97	-18	-5	3	3	-3	1.2
Cc1cccn2c(=O)c3cc(C(=O)N4CCC5(CC4)OCCO5)n(C)c3nc12	0	1	-16	7	0	-1	4	1.2
CC1CC(OC(=O)c2ccccc2)CC(C)N1C (centres undefined)	-16	0.95	1	1	-3	5	-7	0.99
CN(C)c1ccc(NC(=O)CN2C(=O)CN=C(c3ccccc3)c3cc(Cl)ccc32)cc1	6	0.94	6	12	-4	6	-8	0.94
C[C@H](NC(=O)N1C[C@H]2C[C@@H](C1)c1cccc(=O)n1C2)C(=O)Nc1cccc(F)c1	-4	0.9	-3	14	-4	10	-13	1
C=Cn1ccnc1P(=S)(c1nccn1C=C)C1CCCCC1	-6	1	1	7	4	-5	7	0.99
CC(CC(C#N)(c1ccccc1)c1ccccc1)N(C)C (centres undefined)	0	0.96	20	8	2	4	-7	0.8
CCCC[C@@H](C)C[C@@H](C)C(=O)N(C)[C@@H](CC(C)C)C(=O)N[C@H](C(=O)N(C)[C@H](C(=O)N1C[C@@H](O)C[C@H]1C(=O)N1C(=O)C=C[C@@H]1C)C(C)C)C(C)OC(C)=O (some centres undefined)	2	0.93	-7	33	-5	7	22	1.1
CN1C(=O)C(=Cc2ccc(N3CCCCCC3)o2)C(=O)N(C)C1=S	-1	0.57	1	6	-3	43*	-1	0.99
CN=C(SCC(=O)c1cccc(Cl)c1)c1c(O)n(C)c(=O)n(C)c1=O	-3	0.89	-4	-1	2	11	1	1
O=[N+]([O-])c1cc([As](=O)(O)O)ccc1O	-4	0.88	-2	4	83*	12	-7	1
COC(=O)C1=C(c2ccccc2OCc2ccccc2)C[C@@H]2CC[C@H]1N2C(=O)NCc1ccc(OC)c(OC)c1	9	1.2	3	14	-5	-21	-8	0.97
O=C(Nc1ccc2c(c1)OCO2)c1cn(Cc2ccc(F)cc2)nn1	0	1	4	23	1	-4	6	0.96

An excerpt of these results, with values under each structure:
Second line of a record – HKDC1 inh	mIAP act	hIAP inh	PfGluPho inh	A3A deaminase	mIAP block	ATG4B inh	hIAP activ
CCOC(=O)c1cccc(NC(=O)c2c(O)[nH]c(=O)[nH]c2=O)c1
 : -1	1	-16	-10	-1	-3	11	1.2
CN(C)C(=O)Oc1ccc(OCc2cccc[n+]2C)cc1
 : -7	1.1	1	-18	-1	-14	0	0.99
Cc1nc2ccsc2c(=O)n1-c1ccccc1Cl
 : 0	0.97	-18	-5	3	3	-3	1.2
Cc1cccn2c(=O)c3cc(C(=O)N4CCC5(CC4)OCCO5)n(C)c3nc12
 : 0	1	-16	7	0	-1	4	1.2
CC1CC(OC(=O)c2ccccc2)CC(C)N1C (centres undefined)
 : -16	0.95	1	1	-3	5	-7	0.99
CN(C)c1ccc(NC(=O)CN2C(=O)CN=C(c3ccccc3)c3cc(Cl)ccc32)cc1
 : 6	0.94	6	12	-4	6	-8	0.94
C[C@H](NC(=O)N1C[C@H]2C[C@@H](C1)c1cccc(=O)n1C2)C(=O)Nc1cccc(F)c1
 : -4	0.9	-3	14	-4	10	-13	1
C=Cn1ccnc1P(=S)(c1nccn1C=C)C1CCCCC1
 : -6	1	1	7	4	-5	7	0.99
CC(CC(C#N)(c1ccccc1)c1ccccc1)N(C)C (centres undefined)
 : 0	0.96	20	8	2	4	-7	0.8
CCCC[C@@H](C)C[C@@H](C)C(=O)N(C)[C@@H](CC(C)C)C(=O)N[C@H](C(=O)N(C)[C@H](C(=O)N1C[C@@H](O)C[C@H]1C(=O)N1C(=O)C=C[C@@H]1C)C(C)C)C(C)OC(C)=O (some centres undefined)
 : 2	0.93	-7	33	-5	7	22	1.1
CN1C(=O)C(=Cc2ccc(N3CCCCCC3)o2)C(=O)N(C)C1=S
 : -1	0.57	1	6	-3	43*	-1	0.99
CN=C(SCC(=O)c1cccc(Cl)c1)c1c(O)n(C)c(=O)n(C)c1=O
 : -3	0.89	-4	-1	2	11	1	1

Screening results as filed in PubChem.
